# LEDGF integ inh = blocks HIV-1 LEDGF/p75-dependent DNA integration; TR-FRET IN-LEDGF/p75 DNA integration, Eu/Cy5; inhibition, % at 3.7 µM; hit rate 0.64% among 370,000;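 active = inhibition above the screen-wide mean plus 3 SD, cut at about 13% in these data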;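 note: signal is the Cy5 over europium emission ratio at 671 and 618 nm; 0% = plate median of compound wells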
# ABHD4 inh = inhibitors of mouse ABHD4 | Q8VD66 | hit rate 0.54% among 370,000 | purified mABHD4, FP-Rh probe fluorescence polarization | inhibition, % at 8.92 µM;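 active = inhibition exceeding the mean over every tested compound plus 3 SD, cut at about 30% in these data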;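 note: 0% = plate median of compound wells and 100% = S159A mutant with DMSO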
# Target sequence (Q8VD66 whole entry, looked up): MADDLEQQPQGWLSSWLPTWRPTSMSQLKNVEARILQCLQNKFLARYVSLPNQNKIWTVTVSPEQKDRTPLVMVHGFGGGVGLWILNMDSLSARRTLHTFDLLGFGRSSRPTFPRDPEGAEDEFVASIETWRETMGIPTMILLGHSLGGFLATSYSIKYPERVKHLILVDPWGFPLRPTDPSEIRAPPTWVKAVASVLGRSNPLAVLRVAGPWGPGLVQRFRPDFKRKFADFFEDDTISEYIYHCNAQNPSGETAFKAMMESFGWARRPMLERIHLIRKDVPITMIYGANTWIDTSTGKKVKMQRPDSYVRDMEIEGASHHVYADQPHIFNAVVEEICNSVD
#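 Assay system: mABHD4 protein; medium: HEPES pH 7.0, NaCl, Pluronic buffer; dosing: 8.92 µM, single dose; schedule: 45 min + 60 min at 25 °C; signal: FP readout, ex 525 nm / em 598 nm; read-out: normalized percent inhibition of probe labeling; repeats: single replicate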
# TDP2 absorb = blocks human TDP2 phosphodiesterase activity. O95551. recombinant TDP2, T5PNP hydrolysis, p-nitrophenol absorbance 415 nm. inhibition, % at 12.8 µM. hit rate 0.34% among 370,000;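 active = inhibition above the mean of all tested compounds plus 3 SD, set per campaign, cut at about 25% in these data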;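 note: 0% = DMSO with enzyme and 100% = buffer with substrate but no TDP2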
#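 Read-out basis: percent inhibition. System: recombinant human TDP2. Buffer or medium: Mg2+-containing Tris-HCl buffer, pH 7.5. Repeats: single replicate. Timing: reaction 2 h, 37 °C. Benchmarks: high control without enzyme, low control DMSO plus TDP2. Probe or stimulus: 5 mM T5PNP. Doses: 12.8 µM only. Measured by: epi absorbance of p-nitrophenol freed from T5PNP by hydrolysis.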
# NPR2 activator = GC-B (human) receptor activation; P20594; HEK293-GC-B cells, CNP EC30, cGMP TR-FRET; 0% at EC30 CNP, 100% saturating CNP; activation, % at 10 µM; hit rate 0.11% among 370,000; AID 1920062;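 active = activation at 10 µM reaching about 35% in either raw or pattern-adjusted values, limit read from the data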
# SIAE inh = human SIAE inhibition, primary screen; Q9HAT2; SIAE FP-Rh probe binding, fluorescence polarization; inhibition, % at 9.66 µM; hit rate 0.69% among 370,000;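 active = inhibition above a cutoff: mean of compounds within the control limits plus 3 SD of those, cut at about 17% in these data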;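 note: 0% = plate median of compound wells and 100% = probe without SIAE protein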
# PRMT1 FP inh = inhibitors of human PRMT1; recombinant PRMT1, activity-based probe fluorescence polarization; inhibition, % at 2.79 µM; hit rate 1.3% among 370,000; AID 652257;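 active = inhibition above about 21% made by adding two undisclosed values, limit read from the data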
# MBD2 DNA inh = inhibitors of human MBD2 binding to methylated oligonucleotide; Q9UBB5; TR-FRET; inhibition, % at 4.4 µM; hit rate 0.31% among 370,000; AID 686964; in the data active = inhibition above about 13%
# Target sequence (Q9UBB5 whole entry, looked up): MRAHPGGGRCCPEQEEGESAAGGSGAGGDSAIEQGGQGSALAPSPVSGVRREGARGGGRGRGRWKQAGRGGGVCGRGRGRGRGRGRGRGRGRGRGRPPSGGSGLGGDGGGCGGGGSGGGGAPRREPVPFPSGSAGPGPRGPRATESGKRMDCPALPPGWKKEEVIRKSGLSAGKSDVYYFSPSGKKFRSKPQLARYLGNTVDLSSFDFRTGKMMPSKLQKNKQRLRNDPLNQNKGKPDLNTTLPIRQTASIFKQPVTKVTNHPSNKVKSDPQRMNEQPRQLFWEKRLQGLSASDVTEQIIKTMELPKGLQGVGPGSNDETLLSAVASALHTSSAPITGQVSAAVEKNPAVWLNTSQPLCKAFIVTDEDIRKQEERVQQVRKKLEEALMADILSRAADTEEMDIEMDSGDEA
# TCR-CD3 inh = blocks the human TCR-CD3 interaction; TAMRA-labeled TCR probe fluorescence, biochemical; inhibition, % at 9.4 µM; hit rate 0.37% among 360,000; in the data active = inhibition above about 19%;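 note: recombinant mutant TCR 2C K166C tagged with TAMRA read by polarization; 0% = receptor in buffer alone and 100% = receptor with positive control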
# HTRA1 inhibitor = inhibitors of human serine peptidase HTRA1. Q92743. recombinant HTRA1, FP-rhodamine activity-based probe, fluorescence polarization. inhibition, % at 5.96 µM. hit rate 0.5% among 340,000. AID 504803; in the data active = inhibition above about 36%;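 note: 0% = enzyme with DMSO and 100% = wells lacking enzyme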
# rCAG RNA binder = molecules binding r(CAG) RNA repeats; r(CAG) RNA repeat, TO-PRO-1 dye displacement fluorescence; inhibition, % at 3 µM; hit rate 1.3% among 370,000;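 active = inhibition above the plate cutoff, the mean of all test compounds on that plate plus 3 SD, cut at about 35% in these data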;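 note: 0% = DMSO alone and 100% = 100 µM mitoxantrone as full dye displacement; higher means more dye released from RNA so lower well fluorescence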
# The depositor's hits bear a star; . = no result given.
SMILES,LEDGF integ inh,ABHD4 inh,TDP2 absorb,NPR2 activator,SIAE inh,PRMT1 FP inh,MBD2 DNA inh,TCR-CD3 inh,HTRA1 inhibitor,rCAG RNA binder
CC1CCN(c2nncc3ccccc23)CC1,-2,2,-6,-1,-4,0,1,6,-6,-2
COc1ccccc1NS(=O)(=O)c1cc(NC(=O)c2cc3ccccc3oc2=O)ccc1C,0,-3,12,-2,-13,1,0,11,-10,4
COc1ccc(C(=O)COC(=O)CNC(=O)c2cccc(OC(F)F)c2)cc1,0,2,-10,3,-1,-2,-3,4,-2,-4
Cc1ccccc1-c1nc(CS(=O)(=O)CC(=O)NCc2ccco2)c(C)o1,-1,-2,-7,-1,6,7,4,-3,0,-1
CCCC(c1nnnn1CCOC)N(Cc1cc2cc(C)c(C)cc2[nH]c1=O)CC1CCCO1 (centres undefined),1,-6,-10,1,-5,26*,-1,-10,-3,-1
CC(=O)OC1COC(OC(C)=O)CO1 (centres undefined),1,2,-7,1,-3,-1,3,1,2,1
O=C(NCc1cccnc1)C1CC2c3ccccc3C1c1ccccc12 (centres undefined),-3,2,12,-9,3,0,-3,2,1,0
Cc1csc(NC(=O)CS(=O)(=O)c2ccccc2)n1,-4,5,2,3,6,3,3,-7,-3,-2
CCOC(=O)c1c(NC(=O)CC2SC(N)=NC2=O)sc2c1CCC(C)C2 (centres undefined),-2,1,-10,-2,-8,-1,-7,4,-36,8
COc1ccc(CC(=O)NCCc2ccc3c(c2)OCO3)cc1OC,-1,10,12,8,1,0,-1,-4,-1,3
Nc1cccc2c1C(=O)N(C(=O)c1cccc(S(=O)(=O)N3CCCCCC3)c1)C2=O,1,0,3,-3,-9,5,2,-2,4,5
Cc1cc(C)cc(NS(=O)(=O)c2cccs2)c1,0,11,-5,7,3,-5,3,3,1,0
Cc1noc(C)c1NC(=O)N(C)C[C@@H]1Oc2ccc(NC(=O)C3CCCCC3)cc2C(=O)N([C@@H](C)CO)C[C@H]1C,-1,-1,9,4,0,-1,-2,2,4,-6
Cc1ccc(CSc2nc(N)cc(N)n2)cc1,4,-9,-2,-5,9,-1,-1,-12,0,3
CCCN1C2CCCC1CC(NC(=S)Nc1ccc(OC)cc1)C2 (centres undefined),-5,8,1,-3,1,-4,-1,-4,7,-2
CC1=NNC(=O)C1Cc1ccc(F)cc1 (centres undefined),0,-1,0,0,3,3,4,-7,2,-3
C=CCc1cc(Cl)ccc1OCCN(C)C,-2,12,1,1,1,0,3,-1,0,-6
CCOC(=O)N1CCC(=NNc2nc(C)cc(=O)[nH]2)CC1,-7,2,18,-6,-1,2,0,-6,3,-3
CC(CC(=O)Nc1nnc(C(C)(C)C)s1)c1ccccc1 (centres undefined),-1,5,5,-4,-5,11,2,-6,-2,-4
CCc1nc2ccc(C(=O)N(C)CCCN(C)C)cn2c1N(C=O)CCC(C)C,-2,2,4,-1,4,-2,-2,3,.,-2
COC(=O)C[C@@H]1C=C[C@H](NS(=O)(=O)c2cccc(F)c2)[C@@H](CO)O1,2,4,8,5,0,4,-6,8,.,3
Cc1nc2ccccc2c2c1C(=O)N(C1CCCCCCC1)C2=O,-1,2,2,-9,1,0,0,4,2,2
Cc1cccc(-c2nnc(SCCC(=O)N3CCOCC3)o2)c1,-4,7,0,1,-4,-2,-3,4,0,-4
O=C(c1cccc(S(=O)(=O)N2CCN(c3ccccc3)CC2)c1)N1CCCC(C(F)(F)F)C1 (centres undefined),-2,6,-2,5,9,4,-7,1,1,-2
COc1ccc(C(=O)NC(=S)NCc2ccccc2)cc1OC,0,-5,1,-3,-3,1,-2,2,-14,-4
COc1ccccc1N1CCN(S(=O)(=O)CCNC(=O)C2CC(=O)N(c3ccccc3)C2)CC1 (centres undefined),-4,-1,-8,0,2,1,6,0,-3,-2
CCN1C(=O)[C@H]2[C@@H](c3ccc(Cl)cc3)N3C(=O)CN(CC4CC4)C(=O)[C@@]3(C)[C@H]2C1=O,-2,3,-3,8,3,-1,3,1,-3,-2
Cc1nc(SCC(=O)NCC2CCCO2)c2c3c(sc2n1)CCC3 (centres undefined),6,0,1,1,2,0,-3,7,2,-2
COc1cccc(/C=C2\CC3(OC(=O)c4ccc(F)cc4)CCCN2C3)c1 (centres undefined),0,5,0,-4,1,3,4,.,.,1
Cc1ccccc1NC(=O)COC(=O)c1ccc2c(c1)OCCO2,-1,2,-6,-3,-1,2,-5,6,-10,-3
COc1ccc(CN2CCNC(=O)C2CC(=O)NCc2cnn(C)c2)cc1OC (centres undefined),-1,5,3,9,9,2,-1,9,6,-1
CC(C)C(C)NC(=O)COc1ccc(-c2ccccc2)cc1 (centres undefined),1,3,-1,1,-1,-1,6,5,1,-7
COC(=O)c1c(-c2ccc(OC)cc2)c2c(c3c4cc(F)ccc4n(S(=O)(=O)c4ccc(C)cc4)c13)C(=O)N(C)C2,-4,-2,0,-4,-2,3,-2,2,.,15
Cc1c(OCC(=O)N2CCC(C(N)=O)CC2)ccc2c3c(c(=O)oc12)CCCC3,0,1,1,-1,1,2,-3,2,6,0
COc1cc(C)ccc1OCCOCCN(C)Cc1ccccc1,-1,7,-4,0,7,-1,1,6,-5,-10
Cc1ccc(NC(=O)N2C(=O)C3(OCCO3)c3ccccc32)cc1,3,-2,1,-1,1,1,0,0,-6,-2
COCCn1c(SCC(=O)Nc2cc(C)on2)nc2ccccc21,-4,5,10,4,6,1,2,-1,-3,-4
O=C(O)c1ccc(N2C(=O)/C(=C\c3ccccc3)N=C2c2ccccc2)cc1,3,-6,9,-4,2,-7,-1,-4,-3,14
CN(C)S(=O)(=O)c1ccc(C(=O)NNC(=O)C23CC4CC(CC(C4)C2)C3)cc1,-1,-5,3,4,-2,-1,-5,2,0,3
Clc1ccc(SCc2cc(-c3ccccc3)no2)cc1,2,-16,-11,.,0,-1,8,-6,-7,2
CCOC(=O)N(C)C[C@H]1OCc2cnnn2CCCC(=O)N([C@H](C)CO)C[C@H]1C,1,2,-6,-2,-4,-2,1,-9,3,1
O=C(Nc1ccc(S(=O)(=O)N2CCOCC2)cc1)c1cc(S(=O)(=O)N2CCOCC2)ccc1Cl,2,5,15,3,11,-3,-3,7,2,6
CCOC(=O)C1=C(c2ccccc2)NC(SC)=C(C#N)C1c1cccnc1 (centres undefined),2,3,0,-8,3,2,3,2,5,-3
COc1ccccc1CNC(=O)C1CC(c2ccc([N+](=O)[O-])cc2)=NO1 (centres undefined),-2,3,5,-2,1,-1,0,8,-3,-2
C[C@H]1CN(S(=O)C(C)(C)C)[C@H](CCO)/C1=C\c1ccccc1 (some centres undefined),0,2,2,4,-5,-1,1,4,0,1
O=C(CN(CC1CCCO1)C(=O)CNS(=O)(=O)c1ccc(F)cc1)NCc1ccc(F)cc1 (centres undefined),-4,4,2,8,-2,3,6,-19,2,-4
Oc1ccc(O)c(C=NNC(=S)NC2CC3CC2C2C=CCC32)c1 (centres undefined),-5,30*,3,-1,34*,2,4,1,47*,26
COc1ccc(Cn2nnnc2C(c2cc(OC)ccc2OC)N2CCC(C(N)=O)CC2)cc1 (centres undefined),-4,6,-6,-3,2,1,-1,-4,-4,-5
COCCOC(=O)c1cc(C(=O)c2cc(F)ccc2O)coc1=N,2,-2,8,-2,0,-2,0,0,0,9
O=C1c2ccccc2C(=O)N1CCSc1n[nH]c(=S)s1,-5,2,-15,-6,6,14,-2,-1,-3,0
CN1CCN(c2ccc([N+](=O)[O-])c(-n3nc(-c4ccccc4)c4ccccc4c3=O)c2)CC1,4,-3,-17,-2,-10,-5,-4,-2,-2,11
CCOC(=O)C1=C(CC)Nc2ccccc2N=C1NC(=O)CCN1C(=O)C2CCCCC2C1=O (centres undefined),-2,-10,-2,-1,1,7,11,-10,5,-4
Cc1cc(C)c(OCC(=O)Nc2ccc(S(=O)(=O)N3CCCC3)cc2)c(C)c1,-2,2,-2,7,-8,-5,-4,3,-19,2
Cc1cccn2c(=O)c(/C=C(\C#N)C(N)=O)c(N3CCN(c4cccc(Cl)c4)CC3)nc12,6,-13,0,1,-6,2,-4,-5,-36,14
C=CCC1(CC=C)CCCN1C(=O)c1cc(COc2cccc(C(F)(F)F)c2)on1,1,-2,-5,-2,-6,0,-2,-5,-20,-2
CCSc1ncnc2c1sc1nc3c(cc12)COC(C)(C)C3,0,-5,1,3,2,-1,7,0,-1,-2
CC(C)C(NC(=O)C1CCCCC1)C(=O)NCCc1ccccc1 (centres undefined),-1,0,3,5,7,25*,6,1,6,-1
COc1cccc(OC)c1C(=O)NN1CCCCC1,-5,3,15,2,-1,-1,0,-2,1,2
Cn1/c(=N/NC(=O)c2cccc(OC(F)F)c2)sc2ccccc21,2,-24,-13,5,-7,-2,-2,-2,-4,2
CCn1cc(C(=O)NCCc2ccc(OC)cc2)c(=O)c2ccc(C)nc21,4,-4,5,0,3,-3,2,0,5,-4

# Additional compounds.
SMILES,LEDGF integ inh,ABHD4 inh,TDP2 absorb,NPR2 activator,SIAE inh,PRMT1 FP inh,MBD2 DNA inh,TCR-CD3 inh,HTRA1 inhibitor,rCAG RNA binder
Cc1cc(=O)oc2cc(OCC(=O)Nc3cccc(S(=O)(=O)N(C)C)c3)ccc12,-1,2,2,-4,2,-2,4,-2,5,2
CCCNc1c(NS(=O)(=O)c2cccs2)c(=O)oc2ccccc12,4,-3,3,-2,5,0,2,4,0,1
Cc1ccc(NC(=O)COc2ccc(Br)cc2CO)cc1S(=O)(=O)N1CCOCC1,-2,-6,4,9,-6,4,3,-4,-8,3
Cc1ccc(S(=O)(=O)N2[C@@H](c3ccc(Cl)cc3)C(C(=O)O)=CC[C@H]2c2ccc(Cl)cc2)cc1,7,-15,-16,0,-11,4,2,1,-77,82*
COc1ccc(NS(=O)(=O)c2cccc(C(=O)N(C)Cc3cccs3)c2)cc1,-5,-11,-12,-4,-3,3,4,-6,1,-2
CN(Cc1ccc(C(F)(F)F)cc1)C(=O)C1CCC(=O)N(C2CC2)C1 (centres undefined),-2,0,9,2,-1,-1,-4,7,5,-4
CCCC(=O)N1CCCC(c2nc(-c3cccs3)no2)C1 (centres undefined),-3,-4,-18,-7,6,-2,-3,7,0,-5

# 4 records picked at random from those above:
SMILES,LEDGF integ inh,ABHD4 inh,TDP2 absorb,NPR2 activator,SIAE inh,PRMT1 FP inh,MBD2 DNA inh,TCR-CD3 inh,HTRA1 inhibitor,rCAG RNA binder
CCCNc1c(NS(=O)(=O)c2cccs2)c(=O)oc2ccccc12,4,-3,3,-2,5,0,2,4,0,1
Cc1cc(=O)oc2cc(OCC(=O)Nc3cccc(S(=O)(=O)N(C)C)c3)ccc12,-1,2,2,-4,2,-2,4,-2,5,2
Cc1ccc(S(=O)(=O)N2[C@@H](c3ccc(Cl)cc3)C(C(=O)O)=CC[C@H]2c2ccc(Cl)cc2)cc1,7,-15,-16,0,-11,4,2,1,-77,82*
Cc1ccc(NC(=O)COc2ccc(Br)cc2CO)cc1S(=O)(=O)N1CCOCC1,-2,-6,4,9,-6,4,3,-4,-8,3

# Bioassay records: PubChem, several laboratories

# The list is partial; the hit share may differ from the screen's.
